Source: PubChem BioAssay
NSD2 HMT inh: blocks human histone methyltransferase NSD2; NSD2 peptide methylation, AlphaScreen, 120 min; inhibition, % at 12.5 µM; hit rate 0.54% among 310,000; O96028; in the data active means inhibition above about 50%
Target sequence (O96028 whole entry, looked up): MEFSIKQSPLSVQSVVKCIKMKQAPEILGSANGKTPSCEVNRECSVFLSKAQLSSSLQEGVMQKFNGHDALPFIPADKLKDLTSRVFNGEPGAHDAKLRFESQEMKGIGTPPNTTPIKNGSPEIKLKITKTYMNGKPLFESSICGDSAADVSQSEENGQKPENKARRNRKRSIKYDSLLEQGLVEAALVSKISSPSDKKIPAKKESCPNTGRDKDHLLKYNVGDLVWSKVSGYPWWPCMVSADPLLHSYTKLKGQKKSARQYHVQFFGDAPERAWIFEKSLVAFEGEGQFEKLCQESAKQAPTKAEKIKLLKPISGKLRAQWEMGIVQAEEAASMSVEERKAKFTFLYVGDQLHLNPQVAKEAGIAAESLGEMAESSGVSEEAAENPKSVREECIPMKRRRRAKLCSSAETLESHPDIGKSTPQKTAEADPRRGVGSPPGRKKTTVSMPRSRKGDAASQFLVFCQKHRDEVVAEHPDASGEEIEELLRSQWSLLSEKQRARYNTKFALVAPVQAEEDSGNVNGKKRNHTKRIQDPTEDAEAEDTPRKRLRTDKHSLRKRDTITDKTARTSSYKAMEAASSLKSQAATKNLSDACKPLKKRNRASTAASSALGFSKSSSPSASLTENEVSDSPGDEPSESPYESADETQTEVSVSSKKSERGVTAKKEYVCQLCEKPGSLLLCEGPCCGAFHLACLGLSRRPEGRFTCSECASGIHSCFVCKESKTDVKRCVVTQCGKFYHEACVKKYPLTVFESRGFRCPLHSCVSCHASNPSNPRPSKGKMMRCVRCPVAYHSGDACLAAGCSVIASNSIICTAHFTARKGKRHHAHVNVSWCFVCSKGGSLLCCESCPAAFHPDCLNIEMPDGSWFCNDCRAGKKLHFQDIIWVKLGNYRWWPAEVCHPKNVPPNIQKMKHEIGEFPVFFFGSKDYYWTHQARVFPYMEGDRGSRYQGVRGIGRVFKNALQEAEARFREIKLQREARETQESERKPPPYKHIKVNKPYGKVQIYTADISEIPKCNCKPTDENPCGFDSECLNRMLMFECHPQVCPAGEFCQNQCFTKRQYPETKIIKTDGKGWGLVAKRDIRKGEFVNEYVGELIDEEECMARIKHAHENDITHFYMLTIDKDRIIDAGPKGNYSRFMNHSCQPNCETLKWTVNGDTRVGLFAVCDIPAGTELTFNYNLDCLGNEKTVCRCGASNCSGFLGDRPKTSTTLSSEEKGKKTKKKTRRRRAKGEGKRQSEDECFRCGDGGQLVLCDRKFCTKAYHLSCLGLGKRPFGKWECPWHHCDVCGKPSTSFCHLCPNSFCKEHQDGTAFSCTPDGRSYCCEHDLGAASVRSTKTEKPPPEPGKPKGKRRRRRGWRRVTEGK
* marks the source's active call; other numbers are inactive results. An excerpt; rates above refer to the full screens.

SMILES	NSD2 HMT inh
CCc1nc2c(OCc3cc(Cl)cc(Cl)c3)cccn2c1N(C)C(=O)Nc1ccccc1OC	0.9
CNc1cccc(-c2ccccc2C(C)=O)n1	2.4
CCNC(=O)Nc1ccc2c(c1)c(=O)n(C)n2Cc1ccc(Cl)cc1	1.3
CC1(C(=O)NCc2cccs2)Cc2c(-c3ccc4c(c3)OCO4)ccnc2O1 (centres undefined)	1.1
CC(C)NC(=O)C1(C)CCN1C(=O)C1(c2ccccc2)CC1 (centres undefined)	0.0
O=CNc1cc(-c2ccc(C(=O)NC3CC3)cc2)cn2c(-c3ccc(F)c(Cl)c3)cnc12	-1.1
O=c1cc(CCc2ccccc2)[nH]c(=O)[nH]1	-0.5
CCNC(=O)C1(C)CCCN(C(=O)c2cc3ccccc3s2)C1 (centres undefined)	-4.3
CCCc1ccc(C(O)c2ncc(-c3cccc(F)c3)[nH]2)cc1 (centres undefined)	0.3
CC(C)NC(=O)C1(C)CCCN1C/C=C/c1ccccc1 (centres undefined)	-2.2
COc1cccc(C2NC(=S)N(Cc3ccccc3)C(C)=C2C(C)=O)c1 (centres undefined)	-1.1
CC1(C(=O)NCc2ccc3c(c2)OCO3)CCN1C(=O)CCc1ccc(Cl)cc1Cl (centres undefined)	-0.1
COCCNc1ncnc2c1ncn2[C@H]1CN(CCN2CCOCC2)C[C@@H](CO)O1	0.7
CC(C)(C)c1ccc(-c2nnc(SCc3cccc4ccccc34)n2Cc2ccco2)cc1	-3.7
COc1ccccc1CNc1nc(NCCOc2ccccc2)c2sccc2n1	3.4
CC(=O)c1cccc(NC(=O)C2(C)Cc3c(-c4ccccc4)ccnc3O2)c1 (centres undefined)	2.3
COc1ccc(-c2cc(C(=O)NN=Cc3cccn3C)[nH]n2)cc1	7.2
COc1ccc(CNC(=O)C2Cc3c(-c4cccc(C(C)=O)c4)ccnc3O2)cc1OC (centres undefined)	0.2
COc1ccc(-c2coc3c(C(=O)NCC4CC4)cccc23)c(C)c1	-1.3
CCOc1ccc(-n2c(SCC(=O)Nc3ccc4c(c3)c3ccccc3n4CC)nnc2-c2cccnc2)cc1	-6.3
O=C(C[n+]1cccc(/C=N/O)c1)NC(=O)Nc1ccccc1	10.6
CCCCN(C)c1c(C)nc2ccc(C(=O)N(C)Cc3ccco3)cn12	3.5
COC(=O)C1=C(C)N(C)C(=NCc2cc(OC)c(OC)c(OC)c2)NC1c1cccc(C(F)(F)F)c1 (centres undefined)	-0.2
COc1ccc(C(O)c2nc(-c3cccc4cccnc34)cs2)cc1 (centres undefined)	-2.6
CC1(C(=O)NCc2cccs2)CCN1CCc1ccccc1 (centres undefined)	-10.6
O=C(Nc1cccc(F)c1)c1ccc(-n2cncn2)c2ccoc12	-2.3
O=C(NCc1ccc(F)cc1)c1cc(C2CCCCN2C(=O)CCc2ccccc2)on1 (centres undefined)	-5.8
COc1ccc(-n2c(SCC(=O)Nc3ccc(S(=O)(=O)Nc4cc(C)nc(C)n4)cc3)nnc2-c2ccco2)cc1	3.2
c1ccc(-n2c(SCc3cccc4ccccc34)nnc2-c2ccccn2)cc1	7.4
CC(=O)c1cccc(-c2ccnc3c2CC(C(=O)Nc2cccc(C(F)(F)F)c2)O3)c1 (centres undefined)	0.8
C[C@@H]1CN([C@H](C)CO)C(=O)c2cc(NC(=O)Nc3ccccc3)ccc2O[C@@H](C)CCCCO[C@H]1CN(C)S(=O)(=O)c1ccc(F)cc1	-1.9
O=C(Nc1ccccc1)c1cc(C2CCCCN2C(=O)OCCF)on1 (centres undefined)	-2.9
Cc1cc(NC(=O)c2ccc(NS(=O)(=O)c3ccc(F)cc3)cc2)no1	-0.3
Nc1nc(N)c2ncn(C3C=CC(CO)C3)c2n1 (centres undefined)	-5.7
Cn1c(NCc2ccccc2)nc2cc(-c3ccccc3)sc2c1=O	-2.1
CCOC(=O)C1(C)CCN1C(=O)c1ccc(Cl)nc1 (centres undefined)	-0.2
COc1cccc(C(C)(O)c2nc(-c3ccc(C)c(C)c3)cs2)c1 (centres undefined)	-6.7
CC1(C(=O)NCc2cccs2)Cc2c(-c3ccc(C(N)=O)cc3)ccnc2O1 (centres undefined)	-1.1
COc1ccc(NC(=O)c2cc(-c3cc(Cl)ccc3C)n[nH]2)c(OC)c1	0.2
O=C(C(=O)N1CCN(C(=O)C2CCCC2)CC1)c1cccc(C(F)(F)F)c1	-1.6
CONC(=O)c1ccc(-c2cccc3nccn23)cc1	15.5
OCc1ccccc1-c1nc(NCc2ccccc2)nc2ccsc12	-1.1
O=C(CSc1nnc(-c2ccccc2)n1-c1ccc(Cl)cc1)c1ccc(Cl)cc1	4.2
Cc1ccc(-c2cc(NC=O)c3ncc(-c4cccc(C(=O)N(C)C)c4)n3c2)cc1	2.5
O=c1ncccn1C1OC(CO)C(O)C1O (centres undefined)	-2.9
CCc1nc2ccc(C(=O)NCCCN3CCCC3=O)cn2c1N(CC)CCN(C)C	-0.2
O=C(CCN1C(=O)c2ccccc2C1=O)c1cnc[nH]1	-1.1
OC(c1cc(F)cc(Cl)c1)c1ncc(-c2ccc(Cl)cc2)[nH]1 (centres undefined)	-0.7
O=C(C(=O)N1CCN(S(=O)(=O)c2ccc(OC(F)(F)F)cc2)CC1)c1cccc(C(F)(F)F)c1	9.6
Cn1cc(-c2csc(C(C)(O)c3cccnc3)n2)cn1 (centres undefined)	0.5
O=C(Cc1ccccc1Cl)NCCN1C(=O)C2C3C=CC(C3)C2C1=O (centres undefined)	1.1
O=C(NCc1ccccc1)c1cc(C2CCCCN2C(=O)CCc2ccccc2)on1 (centres undefined)	-0.3
COc1ccc(Cl)cc1-c1cc(C(=O)Nc2ccc(C)c(NS(C)(=O)=O)c2)[nH]n1	7.6
CC(C)NC(=O)C1(C)CCN1C(=O)c1cccc(F)c1 (centres undefined)	0.8
O=C(NCC1CC1)C1Cc2c(-c3ccc4c(c3)OCO4)ccnc2O1 (centres undefined)	4.6
O=C(CSc1nnc(-c2cccnc2)n1-c1ccc(Cl)cc1)c1ccc2ccccc2c1	-2.8
Cc1ccccc1S(=O)(=O)NC(=O)C1(C)CCN1C(=O)C1(c2ccccc2)CCCC1 (centres undefined)	-1.0
O=C(O)c1cccc(-c2csc(C(O)c3ccccc3)n2)c1 (centres undefined)	-2.4
CC(=O)c1cccc(-c2ccnc3c2CC(C(=O)NC(C)C)O3)c1 (centres undefined)	1.1
CCc1cnc(Nc2nc(C(N)Cc3ccc(F)cc3)cs2)nc1 (centres undefined)	1.8

(further entries)
SMILES	NSD2 HMT inh
CCOC(=O)c1c2ccc(OCC(=O)N/N=C/c3ccc(Cl)cc3)cc2n2ccccc12	-3.8
COc1ccc(C(=O)CSc2nnc(-c3n[nH]c4c3CCC4)n2N)cc1OC	-3.9
Cc1cc(C)cc(Cn2c3ccc(NC(=O)NCc4ccccc4)cc3c(=O)n2C)c1	-1.2
COc1cccc(C2NC(=S)N(Cc3ccc(Br)cc3)C(C)=C2C(C)=O)c1 (centres undefined)	-0.6
CN1CCCC(C)(C(=O)Nc2cccc(Oc3ccccc3)c2)C1 (centres undefined)	-0.8
COC(=O)C1=C(C)N(Cc2ccccc2C(F)(F)F)C(=NCc2ccc3c(c2)OCO3)NC1c1ccccc1 (centres undefined)	0.0
CC1(C(=O)NS(=O)(=O)C2CC2)CCCN(C(=O)/C=C/c2ccccc2)C1 (centres undefined)	-0.5
Cc1ccc(-n2c(SCC(=O)Nc3ccccc3-c3ccccc3)nnc2-c2ccccn2)cc1	3.6
CCCCN(C)S(=O)(=O)c1ccc2[nH]c(=O)oc2c1	-1.7
CCCCc1ccc2nc(NC(=O)c3ccc(Br)o3)sc2c1	-1.5
Cc1ccc(F)c(S(=O)(=O)NC(=O)C2(C)CCN2C(=O)Cc2cccs2)c1 (centres undefined)	-0.5
O=C(O)c1ccc(CN2C[C@@H](CO)O[C@@H](n3cnc4c(NCc5ccco5)ncnc43)C2)cc1	-1.9
COc1ccc(N2CCN(c3cc(C(=O)NC4CCCCC4)ncn3)CC2)cc1OC	7.0
Cc1cc(NS(=O)(=O)c2ccc(NC(=O)CSc3nnc(-c4ccc(Cl)cc4)n3Cc3ccco3)cc2)nc(C)n1	0.2
O=C(CSc1nnc(-c2cccs2)n1Cc1ccco1)Nc1ccc(OCc2ccccc2)cc1	8.9
c1cnc(SCC2CCCCC2)c(-c2nc3ccccc3[nH]2)c1	3.2
CC1(C(=O)NS(=O)(=O)C2CC2)CCCN(C(=O)Cc2ccc(F)cc2)C1 (centres undefined)	0.6
COc1ccc(-c2ccc(C(=O)Nc3cccc(N(C)C)c3)c3occc23)c(C)c1	4.5
C=CCNc1nc2cc(-c3ccc(C(=O)N4CCOCC4)cc3)sc2c(=O)n1C	-1.8
CCCS(=O)(=O)NC(=O)C1(C)CCN(C(=O)c2ccc(C(F)(F)F)nc2C)C1 (centres undefined)	6.6
CCOC(=O)C1(C)CCCCCN1C(=O)c1ccccc1F (centres undefined)	-1.6
CC(O)(c1cccc(F)c1)c1nc(-c2cccc3cccnc23)cs1 (centres undefined)	-4.0
CC1(C(=O)Nc2ccccc2F)CCN1C(=O)Cc1cc(F)ccc1F (centres undefined)	-3.3
COc1ccccc1CNc1nc(Oc2cccc(F)c2)c2sccc2n1	-1.0
CC1(C(=O)NS(=O)(=O)c2ccccc2)CCN1C(=O)C1(c2ccccc2)CCCC1 (centres undefined)	-1.3
c1ccc2c(-c3ccc4nncn4c3)cncc2c1	-3.8
COc1ccc(C(NC(=O)C2CCN(Cc3cc(OC)cc(OC)c3)CC2)c2ccccn2)cc1 (centres undefined)	-0.5
CC(O)(c1cccc(F)c1)c1nc(-c2cccc(C#N)c2)cs1 (centres undefined)	-1.7
O=C(OCC#CCSc1nnc(-c2cccc3ccccc23)o1)C1CC1	-3.1
CC1(C(=O)NS(=O)(=O)c2ccc(Cl)cc2)CCN1C(=O)C1(c2ccc(Cl)cc2)CC1 (centres undefined)	-2.0
CCOC(=O)C1(C)CCCN1C(=O)c1ccc(C(F)(F)F)nc1C (centres undefined)	-2.5
Cc1cc(C)cc(CC(=O)N2CCC2(C)C(=O)NS(=O)(=O)c2cc(C)ccc2F)c1 (centres undefined)	0.2
CC(=O)Nc1cccc(-c2ccnc3c2CC(C)(C(=O)NCc2ccc(F)c(F)c2)O3)c1 (centres undefined)	-0.1
CC(C)C(=O)N1CCCC1(C)C(=O)NCc1ccc(Cl)cc1 (centres undefined)	1.6
COc1cc(CNC(=O)c2cc(-c3cc(F)ccc3OC(C)C)n[nH]2)cc(OC)c1	0.0
Cc1cc(C)cc(CC(=O)N2CCC2(C)C(=O)NS(=O)(=O)Cc2ccccc2)c1 (centres undefined)	-0.9
CC1(C(=O)NS(=O)(=O)C2CC2)CCCN(C(=O)Cc2ccc3ccccc3c2)C1 (centres undefined)	-1.8
O=C(Nc1ccc(Cl)cc1)C1CCCN1S(=O)(=O)c1cccc2cccnc12 (centres undefined)	-1.7
O=C(O)c1ccccc1/C=N/Nc1ccc(S(=O)(=O)Nc2ccc(Cl)cc2)cc1[N+](=O)[O-]	14.9
COC(=O)C1=C(C)N(Cc2ccccc2C(F)(F)F)C(=NCc2ccc(OC)cc2)NC1c1cccc(F)c1 (centres undefined)	0.7
CC(O)(c1cccnc1)c1nc(-c2cc(F)cc(F)c2)cs1 (centres undefined)	0.6
CC(C)NC(=O)C1(C)CCN1C(=O)C1(c2ccccc2)CCCC1 (centres undefined)	-0.5
CCCS(=O)(=O)NC(=O)C1(C)CCCN(C(=O)c2ccc(F)c(Cl)c2)C1 (centres undefined)	-6.6
CCOC(=O)N1CCN(c2ncnc3c2cnn3-c2ccc(Cl)cc2)CC1	0.1
COc1cc(C(=O)c2cc3c(cc2C)OCO3)cc(OC)c1OC	-1.0
OC(c1ccc(F)c(F)c1)c1ncc(-c2ccc(Cl)cc2)[nH]1 (centres undefined)	-0.3
COc1cccc(-c2cnc3c(NC(C)=O)cc(-c4cccc(NS(C)(=O)=O)c4)cn23)c1	-0.7
Nc1nc2cc(Cl)ccc2n1N	0.5
COc1cc(CNC(=O)Nc2nc(C(N)CCc3ccccc3)cs2)cc(OC)c1OC (centres undefined)	5.6
CCN(CC)c1ncnc2c1ncn2[C@H]1CN(Cc2ccc(OC)cc2)C[C@@H](CO)O1	-0.8
CSc1n[nH]c(-c2cccs2)n1	-7.8
CCOc1ccccc1NC(=O)c1cccc(NC(=O)c2cccnc2)c1	-0.2

An excerpt from above in order of the NSD2 HMT inh value, high to low.
structure | NSD2 HMT inh
COc1cc(CNC(=O)Nc2nc(C(N)CCc3ccccc3)cs2)cc(OC)c1OC (centres undefined) | 5.6
CC(O)(c1cccnc1)c1nc(-c2cc(F)cc(F)c2)cs1 (centres undefined) | 0.6
OC(c1ccc(F)c(F)c1)c1ncc(-c2ccc(Cl)cc2)[nH]1 (centres undefined) | -0.3
CC(C)NC(=O)C1(C)CCN1C(=O)C1(c2ccccc2)CCCC1 (centres undefined) | -0.5
CCN(CC)c1ncnc2c1ncn2[C@H]1CN(Cc2ccc(OC)cc2)C[C@@H](CO)O1 | -0.8
COc1cc(C(=O)c2cc3c(cc2C)OCO3)cc(OC)c1OC | -1.0
CCCS(=O)(=O)NC(=O)C1(C)CCCN(C(=O)c2ccc(F)c(Cl)c2)C1 (centres undefined) | -6.6

Reformatted field by field: entries from further up.
CCOC(=O)N1CCN(c2ncnc3c2cnn3-c2ccc(Cl)cc2)CC1
  NSD2 HMT inh: 0.1

CCOc1ccccc1NC(=O)c1cccc(NC(=O)c2cccnc2)c1
  NSD2 HMT inh: -0.2

COc1cccc(-c2cnc3c(NC(C)=O)cc(-c4cccc(NS(C)(=O)=O)c4)cn23)c1
  NSD2 HMT inh: -0.7

CC(C)NC(=O)C1(C)CCN1C(=O)C1(c2ccccc2)CCCC1 (centres undefined)
  NSD2 HMT inh: -0.5

Five of the compounds above, bar-delimited.
Compound | NSD2 HMT inh
COc1ccccc1CNc1nc(NCCOc2ccccc2)c2sccc2n1 | 3.4
CC(=O)c1cccc(NC(=O)C2(C)Cc3c(-c4ccccc4)ccnc3O2)c1 (centres undefined) | 2.3
COc1ccc(-c2cc(C(=O)NN=Cc3cccn3C)[nH]n2)cc1 | 7.2
COc1ccc(CNC(=O)C2Cc3c(-c4cccc(C(C)=O)c4)ccnc3O2)cc1OC (centres undefined) | 0.2
COc1ccc(-c2coc3c(C(=O)NCC4CC4)cccc23)c(C)c1 | -1.3
